Bioassay records deposited in PubChem by several laboratories.
dFosB act – activators of mouse delta FosB homodimer. P13346. purified delta FosB, TAMRA-CDK5 oligo fluorescence polarization; percent of positive-control signal above neutral wells. activation, % at 25 µM. actives 0.99% (n = 340,000). AID 493131;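 active = mean activation above about 17%, with every replicate also reaching it, limit read from the data, passing the limit was not always enough; inconclusive = only one of the two conditions met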;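 also: fluorescence polarization rise as delta FosB binds a TAMRA Cdk5 AP-1 oligo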
PKA-R1A activ – activates the PKA-R1A holoenzyme complex. activation, % at 11.4 µM. PKA-R1A dissociation, Cy5-IP20 fluorescence polarization; scaled: DMSO 0%, 113 µM cGMP 100%. actives 0.083% (n = 340,000);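 active = percent activation above the mean of all tested compounds plus 3 SD, cut at about 19% in these data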;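 also: higher means more PKAc released from R1A so a rise in polarization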
Mot1-301 SUMO – blocks SUMOylation pathway, rescuing yeast Mot1-301 growth. S. cerevisiae Mot1-301 growth rescue, ATP luminescence, 38.5C; percent above DMSO median, 100 means doubled. growth rescue, % at 18.8 µM. actives 1% (n = 320,000). AID 2716;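 active = every valid replicate shows activation above 250% relative to neutral control wells; inactive = the rest, any valid replicate at or below 250%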;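 also: OY570 slx delta 5 strain wells were the positive control but not used for scaling; some compounds called inactive have numbers as strong as hits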
MITF TRPM1 HTS – MITF TRPM1 promoter activation in melanoma cells; SK-MEL-5 TRPM1-promoter luciferase, 24 h; % of positive control, neutral wells = 0; activation, % at 12.5 µM; actives 0.75% (n = 300,000);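 active = mean activation of at least 80% with every replicate also reaching 80%; inconclusive = mean reaches 80% but some replicate falls short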;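 also: 0% = neutral control wells and 100% = parthenolide positive control wells; values of inactives mirror those of a sister screen read the other way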
PKA-R2B activ – activates the human PKA-R2B holoenzyme complex; P22694+P31323; PKA-R2B holoenzyme dissociation, Cy5-IP20 fluorescence polarization; R2B truncated from residue 108, S112A mutant; 0% DMSO only, 100% 113 µM cGMP; activation, % at 11.4 µM; actives 0.079% (n = 340,000); AID 504700;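 active = activation above a cutoff set at the mean over all compounds plus 3 SD, cut at about 18% in these data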;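 also: higher means more holoenzyme dissociation and a rise in polarization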
SR-BI DiI-HDL act – enhances SR-BI lipid uptake from DiI-HDL; CHO ldlA[mSR-BI] cells, DiI-HDL uptake fluorescence, 3 h; 100 = double the neutral-control signal; activation, % at 12.5 µM; actives 0.096% (n = 320,000); AID 504775;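 active = mean replicate activation of at least 60% and every replicate at or above 60%; inconclusive = mean or all-replicate condition met, but not both; inactive = mean below 60% and not all replicates reaching 60%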;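 also: 0% = median plate neutral-control signal and 100% = twice that signal; values of inactives mirror those of a sister screen read the other way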
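material = CHO ldlA[mSR-BI] cells | medium = Ham's F12 with 0.5% BSA, HEPES 25 mM, pH 7.4 | reagent = fluorescent DiI-HDL, 10 µg/mL final | compound dosing = single-point compound dose | incubation = 3 h, 37 °C | measured by = bottom-read fluorescence, 550/595 nm | measure = HDL uptake via cellular fluorescence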
SR-BI HDL uptake – blocks mouse SR-BI lipid uptake from DiI-HDL. Q61009. ldlA[mSR-BI] CHO cells, DiI-HDL uptake fluorescence, 3 h. actives 0.96% (n = 320,000). inhibition, % at 12.5 µM;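 active = mean replicate inhibition of at least 70% and a set share of replicates each scoring 70 or more; inconclusive = meets just one of the two criteria; inactive = fails both criteria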;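 also: 0% = median of neutral control wells and 100% = median of positive control wells; values of inactives mirror those of a sister screen read the other way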
Arr AP2 block – blocks beta-arrestin peptide binding to AP2 adaptin; actives 0.31% (n = 340,000); inhibition, % at 10 µM; AID 504490; FITC-arrestin peptide / GST-AP2 beads, flow cytometry; AP2 beta2 appendage carries R879A mutation;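 active = inhibition above a set limit, near 3 SD of compounds lacking own fluorescence, cut at about 54% in these data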;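 also: plate controls were DMSO wells for no effect and 5 µM unlabelled arrestin peptide for full effect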
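System: GST-AP2 R879A glutathione beads. Medium: PBS with 0.05% Tween 20 and 0.1% BSA. Also added: FITC-arrestin peptide, 50 nM. Incubation: 12 min plus 1 h, RT. Measured by: high-throughput flow cytometry of beads, ex 488, em 535 nm. Evaluation: percent drop in bead-associated FITC signal.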
NSD2 HMT inh – inhibitors of human histone methyltransferase NSD2 | actives 0.54% (n = 310,000) | NSD2 peptide methylation, AlphaScreen, 120 min | AID 743445 | inhibition, % at 12.5 µM | O96028; in the data active = inhibition above about 50%
Target sequence (O96028 whole entry, looked up): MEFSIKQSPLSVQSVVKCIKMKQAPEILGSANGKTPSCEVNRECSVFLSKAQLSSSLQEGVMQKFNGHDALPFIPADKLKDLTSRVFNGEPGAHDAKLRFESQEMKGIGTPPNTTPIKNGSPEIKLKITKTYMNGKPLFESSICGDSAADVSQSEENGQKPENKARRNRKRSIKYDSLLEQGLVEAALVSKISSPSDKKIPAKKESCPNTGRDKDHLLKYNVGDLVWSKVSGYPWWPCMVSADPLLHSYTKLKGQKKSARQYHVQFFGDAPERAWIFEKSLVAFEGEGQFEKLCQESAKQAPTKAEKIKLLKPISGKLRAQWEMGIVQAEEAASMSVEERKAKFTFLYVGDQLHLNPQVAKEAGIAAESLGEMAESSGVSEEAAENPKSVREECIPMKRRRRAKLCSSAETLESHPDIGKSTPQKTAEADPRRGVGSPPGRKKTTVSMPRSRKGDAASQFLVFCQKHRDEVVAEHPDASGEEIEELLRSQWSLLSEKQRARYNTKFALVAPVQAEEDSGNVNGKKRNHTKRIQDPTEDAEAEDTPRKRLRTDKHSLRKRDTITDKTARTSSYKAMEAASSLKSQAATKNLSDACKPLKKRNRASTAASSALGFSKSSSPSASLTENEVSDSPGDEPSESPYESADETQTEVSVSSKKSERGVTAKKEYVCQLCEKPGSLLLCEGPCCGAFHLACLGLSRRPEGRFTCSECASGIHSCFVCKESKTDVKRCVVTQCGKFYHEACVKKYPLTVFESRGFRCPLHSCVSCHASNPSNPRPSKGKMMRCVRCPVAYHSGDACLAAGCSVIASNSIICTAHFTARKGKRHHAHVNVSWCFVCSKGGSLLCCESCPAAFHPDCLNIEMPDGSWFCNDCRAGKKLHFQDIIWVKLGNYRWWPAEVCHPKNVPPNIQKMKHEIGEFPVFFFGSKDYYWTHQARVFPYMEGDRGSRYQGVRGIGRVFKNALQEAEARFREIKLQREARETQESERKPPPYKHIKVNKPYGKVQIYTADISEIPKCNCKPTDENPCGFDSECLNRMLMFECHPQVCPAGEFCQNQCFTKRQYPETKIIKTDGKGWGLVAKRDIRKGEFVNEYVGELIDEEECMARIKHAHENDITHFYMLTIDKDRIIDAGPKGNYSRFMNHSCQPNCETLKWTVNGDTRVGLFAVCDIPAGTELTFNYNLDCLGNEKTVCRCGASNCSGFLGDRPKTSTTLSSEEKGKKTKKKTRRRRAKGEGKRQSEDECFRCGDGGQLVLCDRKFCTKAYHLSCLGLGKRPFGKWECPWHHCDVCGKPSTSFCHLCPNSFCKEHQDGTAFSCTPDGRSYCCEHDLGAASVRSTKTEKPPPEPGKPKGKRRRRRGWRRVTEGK
DSG3 Ab inh – human desmoglein-3 autoantibody binding inhibition | P32926 | DSG3-coupled beads, scFv-anti-DSG3-GFP binding, flow cytometry; hits give low values | binding (percent of control), % at 10 µM | actives 0.48% (n = 310,000);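 active = binding more than 3 SD below its plate's average and above zero; inconclusive = below that plate limit but binding exactly zero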;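 also: hits lower antibody fragment binding to DSG3; some compounds called inactive have numbers as strong as hits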
CDK5 inh – inhibitors of human CDK5/p35 kinase. actives 0.01% (n = 330,000). inhibition, % at 10 µM. AID 488839. Q00535+Q15078. Recombinant CDK5/p35, ADP-Glo luminescence, 60 min;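 active = highest replicate inhibition of at least 50% and at least 75% of replicates reaching 50%; inconclusive = only one of the two criteria met; inactive = both criteria failed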;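 also: plate controls were DMSO neutral control for no effect and GW8510 at 10 µM for full effect; many of its hits are not listed in these tables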
* = called active by the depositor; ? = inconclusive; / = not tested or not shown. No enrichment for hits; about 4.7% have a hit in one of these screens.

SMILES	dFosB act	PKA-R1A activ	Mot1-301 SUMO	MITF TRPM1 HTS	PKA-R2B activ	SR-BI DiI-HDL act	SR-BI HDL uptake	Arr AP2 block	NSD2 HMT inh	DSG3 Ab inh	CDK5 inh
Cc1ccc(NC(=O)CN(C)C(=O)CNC(=O)c2cccs2)cc1	-4	13	-11	-2	1	6	-6	8	33	119	-0.2
CC(C)N=C(NS(=O)(=O)NC(=O)c1ccccc1)c1ccccc1	3	-6	456*	1	-4	/	/	8	/	104	-0.6
Nc1nonc1-n1nnc(C(=O)N/N=C/c2ccccc2Cl)c1COc1ccc(F)cc1	27*	-7	-5	3	4	-29	29	4	1	/	1.1
CCNCC(=O)Nc1ccc(N2CCOCC2)cc1	-12	-9	-4	2	-3	0	0	-4	8	/	-0.2
O=C(OCC(=O)N1CCOCC1)c1c(Cl)ccc(Cl)c1Cl	-1	-9	-11	8	8	6	-6	-13	-7	101	-1.6
Cc1cc2c(cc(C(=O)OCC(=O)NCc3cccs3)n2C(C)C)o1	-11	-5	-9	-32	-10	9	-9	11	/	107	2.7
C#CCOCCOCCOCCNc1nc(N2CCN(C(=O)C(CCC(=O)O)n3cc(C(N)CC(C)C)nn3)CC2)nc(N2CCN(C(=O)C(Cc3cc4ccccc4[nH]3)n3cc(C(N)Cc4ccc(O)cc4)nn3)CC2)n1 (configuration not stated)	-4	5	-5	-13	3	2	-2	21	/	104	0.2
CN(C)/C=C1\C(=O)N(c2ccc([N+](=O)[O-])cc2)N=C1c1ccccc1	-6	-4	2	36	-16	-7	7	4	4	115	-0.4
COc1ccc(CCNC(=S)Nc2ccc(C)cc2C)cc1	-6	1	13	-2	3	7	-7	5	3	101	-1.7
O=C(OCC(=O)N1CCN(c2ccccc2)CC1)c1ccccc1NCCO	-2	4	16	15	2	-24	24	-11	-7	101	-2.3
O=C(CSc1nc2nn(-c3ccccc3)c(=O)c-2c2n1CCCCC2)NCCc1ccccc1	-7	0	1	11	5	2	-2	7	0	102	-4.2
COc1ccc(-c2nc(SC(C)C(=O)NCC3CCCO3)n[nH]2)cc1 (configuration not stated)	-1	-7	-20	-33	7	7	-7	-15	0	104	4.5
O=C(NC(=S)Nc1ccccc1Br)c1ccco1	-7	-13	-1	45	-11	16	-16	0	0	101	0.2
Cc1ccc(Nc2nc(C(=O)N3CCC(C(=O)NCCN4CCOCC4)CC3)cs2)cc1	-2	12	932	/	8	-12	12	14	0	100	-1.7
CN(CC(=O)Nc1ccc(F)c(F)c1F)C(=O)CCCSc1nc2ccccc2[nH]1	0	-1	-14	-1	-6	-14	14	5	-1	95	2.0
COC(=O)c1c(NC(=O)C2CC=CCC2C(=O)O)sc(C)c1C (configuration not stated)	-3	-7	-1	-15	8	2	-2	-3	-3	94	-0.2
O=C(N=C1SC2CS(=O)(=O)CC2N1c1ccc(F)cc1F)C1CC1 (configuration not stated)	-5	-1	9	14	-5	0	0	-4	1	96	-0.8
Cc1c(C(=O)Nc2ccc(F)c(F)c2)oc2ccc(S(=O)(=O)N3CCCCC3)cc12	-22	-9	-11	-27	6	-75	75*	-11	-2	104	0.4
O=C(CSc1ccc(Cl)cc1)N1CCOCC1	-3	-9	-9	22	-7	5	-5	6	-2	99	-1.1
Cc1ccc(/C=N/N2CCN(c3ccccn3)CC2)cc1	-5	-6	-2	69	0	3	-3	-18	-1	102	-1.1
C=CCO/N=C(/C)c1ccc(Oc2cnccn2)cc1	3	-10	-7	26	0	5	-5	-1	-2	85	-0.1
CC(=O)Nc1ccc(SC[C@H](C)CN2CC[C@H](O)CCC2=O)cc1	0	-1	-3	1	-6	6	-6	9	/	111	0.8
COC(=O)Cc1c(C)nc2nc(-c3cccnc3)[nH]n2c1=O	-8	-2	22	/	-6	16	-16	9	5	126	1.5
CC(=O)c1cccc(OCC(O)CN2CCN(C(=O)c3ccco3)CC2)c1 (configuration not stated)	-5	-5	9	7	-5	/	/	3	-2	92	0.7
O=C(CNC(=O)c1ccccc1)OCCOc1cccc(Cl)c1	0	-4	1	-1	-13	16	-16	3	-2	99	-6.3
O=C(Cn1cccc1)Nc1ccc(F)cc1F	0	0	-17	4	7	20	-20	34	2	99	-1.1
Cc1ccc(C(=O)Cn2c(NCCO)nc3ccccc32)cc1	-9	-8	-11	-6	9	/	/	-1	/	/	-1.7
CCOC(=O)c1c(NC(=O)/C=C/C(=O)O)sc(C)c1-c1ccc(C)c(C)c1	-14	-1	6	-10	-3	-5	5	14	10	87	0.9
Cc1ccccc1NC(=O)CSc1ccc(-c2ccc(-n3cccn3)cc2)nn1	-5	2	-2	14	9	-26	26	12	0	99	1.0
CCCC(=O)NC1=C(Cl)C(=O)c2ccccc2C1=O	-7	5	/	-101	-5	22	-22	27	-1	90	8.6
O=C(CSc1nnc(-c2cccnc2)o1)Nc1ccc(Cl)cc1	2	-1	-19	-4	-8	11	-11	-3	-2	96	-0.1
O=C(NCCNC(=O)c1ccccn1)c1ccccc1	-2	-7	253	-5	1	/	/	-10	-2	88	-0.6
Cc1c(C(=O)NCC2CCCO2)oc2ccc3c(c12)C(=O)CC(C)(C)O3 (configuration not stated)	-9	-4	-1	42	-7	-10	10	0	2	107	0.0
CCOc1ccc(S(=O)(=O)N2CCCCC2)cc1NC(=O)C1CSC2(C)CCC(=O)N12 (configuration not stated)	-9	3	-11	9	2	13	-13	-5	-3	101	2.1
O=C1c2cccc3cccc(c23)C(=O)N1c1ccc2ncccc2c1	36*	0	90	14	2	-21	21	10	1	78	0.4
CCCCNC(=O)CSc1nccn1Cc1ccccc1	2	-3	-26	1	2	16	-16	5	/	98	-12
COc1ccccc1CN1CCC(CNS(=O)(=O)c2cc(-c3cc(C)no3)ccc2OC)CC1	-5	-7	297	3	2	-32	32	10	-1	/	-1.3
CC(C)(C)C(=O)/C=C1\SCC(=O)N1CC(=O)N1CCN(c2ccccc2)CC1	-1	-2	-11	7	8	/	-41	-7	2	111	-1.3
CN(C)CCNC(=O)c1cccc(S(=O)(=O)Nc2ccc(F)cc2)c1	-3	-5	0	-6	3	11	-11	43	-3	100	-1.6
Cc1cc(C)cc(NC(=O)CN2CCN(c3ccccc3)CC2)c1	-8	-13	-24	/	0	-6	6	29	-1	102	1.0
O=C(Nc1ccc(S(=O)(=O)NCc2cccnc2)cc1)c1ccccc1Cl	-4	-6	-5	-13	-14	-13	13	4	-3	104	-0.2
CCn1ccc(C(=O)N2CCOCC2)n1	-6	-11	-7	-2	3	11	-11	-3	-1	114	-6.0
O=C(Nc1ccc(-n2cnnn2)cc1)C(c1ccccc1)c1ccccc1	-6	-3	-2	9	6	-19	19	-23	0	102	-0.8
Cc1cc(C)cc(NC(=O)CSc2nc3[nH]c(=O)cc(O)c3s2)c1	1	-2	-6	11	0	/	/	2	4	97	0.7
CC1CN(S(=O)(=O)N(C)C)CCN1S(=O)(=O)N(C)C (configuration not stated)	0	-8	6	-13	-7	3	-3	-2	-4	117	-1.1
COc1ccc(Cl)cc1NC(=O)CN1CCN(Cc2ccccc2)CC1	-7	-10	-2	0	-8	15	-15	-7	1	104	0.6
CCNC(=O)NNC(=O)C1CC(c2cccs2)=NO1 (configuration not stated)	-4	-4	-13	-1	3	0	0	3	1	114	-10
COc1cc(C(=O)Nn2c(O)c(C3=c4ccccc4=NC3=O)sc2=S)ccc1O	-3	-4	0	6	-2	12	-12	-4	52*	98	-1.1
CO/N=C/CC(=O)c1cnc(-c2ccccc2)s1	5	-8	-14	9	7	2	-2	48	1	100	0.9
COc1cc(C=O)ccc1OCCOCCOc1ccc(Cl)cc1Cl	4	-2	4	14	0	-26	26	21	-2	104	0.3
O=C(COc1ccccc1Cl)Nc1ccc(C(=O)O)cc1NC(=O)COc1ccccc1Cl	-3	-2	1	-7	3	23	-23	-6	2	/	-0.4
COc1cccc(NC(=O)Nc2cnccn2)c1	1	4	3	4	-11	40	-40	3	-2	85	3.8
CC(=O)c1cccc(NC(=O)COc2ccccc2)c1	-6	13	2	16	9	17	-17	8	-3	101	3.9
COc1ccc(N(CC(=O)N2CCOCC2)S(C)(=O)=O)c(OC)c1	4	-8	5	/	-3	13	-13	6	0	93	1.7
Cc1c(C(=O)Nc2ccccc2N2CCN(C)CC2)oc2ccc(F)cc12	-10	6	/	-48	0	-15	15	38	1	103	-0.5
CC(C)(C)C(=O)NC(=S)Nc1ccc(Cl)c(C(=O)O)c1	-7	9	17	-4	1	?	-145	2	3	104	0.5
COc1cccc(CNC(=O)CCC2CCCN(C(=O)c3csc(C(C)C)n3)C2)c1 (configuration not stated)	-4	8	-2	-12	-3	0	0	5	0	96	-5.6
CNc1nc(Nc2ccc(C(C)=O)cc2)nc(OC(C(F)(F)F)C(F)(F)F)n1	44*	-9	-18	11	-4	-27	27	-2	0	109	1.4
CCOC(=O)C1CCN(C(=O)c2cccc(NS(=O)(=O)c3ccc(Br)cc3)c2)CC1	-8	10	-2	3	14	10	-10	47	-2	/	0.6
O=C(CNC(=O)C(c1ccccc1)c1ccccc1)OCC(=O)c1cccs1	-6	-9	1	2	-7	6	-6	7	-3	121	0.5
NS(=O)(=O)c1cc(C(=O)OCC(=O)Nc2ccc(N3CCCCC3)cc2)ccc1Cl	-2	-7	9	7	-3	/	/	6	7	99	1.8
Cc1cccc(NC2(C(=O)O)CCCC2)c1	-4	-1	/	1	0	0	0	-1	-2	105	-2.7
O=C(O)c1ccc(N/N=C/c2ccc3ncccc3c2)cc1	-3	12	2	-59	7	3	-3	5	2	97	-1.0
